hgDAF12 agonist – activates the H. glycines DAF-12 receptor ligand-binding domain | HEK293 GAL4-hgDAF12 UAS-luciferase reporter, agonist luminescence; normalized to butyrate control | activation, % at 6.8 µM | 1.8% of 370,000 active | AID 687014;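 active = activation above a cutoff set at the mean of all screened compounds plus 3 SD, cut at about 10% in these data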;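 also: 0% = DMSO wells and 100% = sodium butyrate wells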
hcDAF12 agonist – H. contortus DAF-12 activation, primary screen. HEK293 hcDAF-12 lit1-tk-luc reporter, luminescence; 0% DMSO, 100% Δ7-dafachronic acid. activation, % at 6.8 µM. 1.4% of 370,000 active. AID 652067;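 active = activation above the mean of all tested compounds plus 3 SD, cut at about 5.5% in these data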;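 also: 100% = response to 3 µM Δ7-dafachronic acid high control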
DAX1 inh-1 – inhibitors of human orphan nuclear receptor DAX1 (NR0B1); P51843; HEK293 Gal4-DAX1 luciferase reporter, luminescence; inhibition, % at 6.75 µM; 0.99% of 340,000 active; AID 504766;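 active = inhibition above the mean over all tested compounds plus 3 SD, cut at about 4.2% in these data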;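 also: 0% = DAX1-transfected cells with DMSO and 100% = empty-vector control cells with DMSO; inhibition shows as a rise in luminescence from relieved DAX1 repression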
Target sequence (P51843 207-470 limits assumed): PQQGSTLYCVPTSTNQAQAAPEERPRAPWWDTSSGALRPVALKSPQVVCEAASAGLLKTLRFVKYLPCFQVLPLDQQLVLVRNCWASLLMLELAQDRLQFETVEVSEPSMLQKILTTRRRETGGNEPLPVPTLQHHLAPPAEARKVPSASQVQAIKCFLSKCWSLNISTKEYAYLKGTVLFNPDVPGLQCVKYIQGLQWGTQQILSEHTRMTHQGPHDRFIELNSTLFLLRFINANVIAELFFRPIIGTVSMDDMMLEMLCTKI
DAX1 inh-2 – DAX1 (NR0B1) inhibition, primary screen | HEK293T StAR-luciferase reporter, SF-1/DAX-1 repression relief | inhibition, % at 6.8 µM | 1.1% of 370,000 active | AID 652010;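 active = inhibition above the mean over all tested compounds plus 3 SD, cut at about 3.6% in these data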;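 also: 0% = DAX-1 cells with DMSO and 100% = cells lacking DAX-1 with DMSO; higher inhibition means more luminescence from relief of DAX-1 repression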
ssDAF12 agonist – S. stercoralis DAF-12 activation, primary screen; HEK293 ssDAF-12/GRIP1 lit1-tk-luc reporter, luminescence; % of 3 µM dafachronic acid response; activation, % at 6.8 µM; 1% of 370,000 active;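 active = activation above the mean over all tested compounds plus 3 SD, cut at about 0.9% in these data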;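 also: 0% = DMSO-only wells and 100% = 3 µM delta7-dafachronic acid wells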
ADAM17 inh – inhibits human ADAM17; P78536; AID 720648; 0.83% of 370,000 active; recombinant ADAM17, EDANS/DABCYL FRET peptide cleavage; inhibition, % at 6.95 µM;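 active = inhibition above the mean of compounds lying between control limits plus 3 SD, set per campaign, cut at about 8.5% in these data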;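 also: 0% = DMSO-only wells as the low control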
PLC-gamma1 inh – PLC-gamma1 (human) inhibition, primary screen; P19174; inhibition, % at 12.2 µM; 0.84% of 370,000 active; AID 720700; purified PLC-gamma1, fluorogenic substrate, fluorescence; in the data active = inhibition above about 9.5%
PLC-beta3 inh – inhibitors of human phospholipase C beta3 | Q01970 | Purified PLC-beta3, fluorogenic substrate, fluorescence | inhibition, % at 12.2 µM | 0.18% of 370,000 active | AID 720704; in the data active = inhibition above about 11%;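 also: 0% = median of compound wells on plate and 100% = full blocker control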
FXN GAA850 act – increases GAA850 frataxin promoter reporter activity; HEK293 lucGAA850 FXN promoter luciferase reporter, 24 h; percent of 10 µM SAHA response; activation, % at 6 µM; 0.56% of 360,000 active; AID 540364;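 active = activation above the average of all compounds screened plus 3 SD, cutoff fixed separately per campaign, cut at about 7.5% in these data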;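 also: 0% = DMSO wells and 100% = 10 µM SAHA wells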
ADAM10 inh – inhibits human ADAM10; O14672; recombinant ADAM10, EDANS/DABCYL FRET peptide cleavage, 3 h; inhibition, % at 7 µM; 0.62% of 370,000 active;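 active = inhibition above a per-campaign cutoff equal to the mean of compounds falling between control-based bounds plus 3 SD, cut at about 20% in these data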;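 also: 0% = DMSO wells while the 100% control is not disclosed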
HGIII-sPLA2 inh – Inhibits HGIII-sPLA2 liposome hydrolysis, primary screen | Q9NZ20 | QFRET BODIPY PC-A2 liposome hydrolysis, fluorescence | inhibition, % at 12.2 µM | 0.56% of 370,000 active | AID 743126;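 active = inhibition above mean plus 3 SD of compounds lying within the high and low control bounds, cut at about 19% in these data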;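 also: 0% = median of test compound wells and 100% = no enzyme DMSO wells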
Target sequence (Q9NZ20 whole entry, looked up): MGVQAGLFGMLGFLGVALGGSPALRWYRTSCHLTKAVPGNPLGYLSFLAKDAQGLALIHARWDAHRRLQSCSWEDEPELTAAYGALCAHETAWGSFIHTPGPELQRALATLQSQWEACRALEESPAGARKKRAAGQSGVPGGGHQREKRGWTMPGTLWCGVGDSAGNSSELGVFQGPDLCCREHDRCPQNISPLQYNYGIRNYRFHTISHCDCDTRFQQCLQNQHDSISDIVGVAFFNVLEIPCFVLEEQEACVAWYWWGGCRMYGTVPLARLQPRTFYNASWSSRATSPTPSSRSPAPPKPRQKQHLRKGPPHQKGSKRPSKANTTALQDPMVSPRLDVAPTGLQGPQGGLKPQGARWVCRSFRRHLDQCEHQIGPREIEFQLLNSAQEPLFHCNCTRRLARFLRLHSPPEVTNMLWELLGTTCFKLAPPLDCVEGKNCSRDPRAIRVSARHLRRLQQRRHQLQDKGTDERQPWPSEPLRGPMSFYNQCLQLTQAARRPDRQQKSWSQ
* hit, by the source's call; i = inactive; · = not tested or not shown.

nr	mol	hgDAF12 agonist	hcDAF12 agonist	DAX1 inh-1	DAX1 inh-2	ssDAF12 agonist	ADAM17 inh	PLC-gamma1 inh	PLC-beta3 inh	FXN GAA850 act	ADAM10 inh	HGIII-sPLA2 inh
1	CCCNC(=O)c1onc(CSc2ccc(F)cc2)c1C(=O)NCCOC	-0.6	-1.1	1.4	0.0	-1.1	-4	2	3	1.4	-5	-2
2	S=C(NCC1CCCO1)Nc1cc(Cl)c(Cl)cc1Cl (stereo unspecified)	-0.2	-1.4	0.4	-1.0	-1.9	3	3	6	-0.7	5	12
3	CC(=O)NNS(=O)(=O)c1scc(S(=O)(=O)c2ccc(Cl)cc2)c1C	-0.6	-1.9	1.9	-0.4	-1.1	-4	-1	-5	-1.4	2	2
4	c1cncc(-c2nnc3n2N=C(c2cccs2)CS3)c1	-3.0	-0.2	0.3	-0.4	-1.0	2	6	5	1.1	2	9
5	CC(=O)c1ccc(N2CCN(C(=O)c3ccc(Cl)c(S(=O)(=O)NC4CC4)c3)CC2)c(F)c1	2.0	-0.4	-0.2	-1.1	-1.6	-2	-6	-12	0.4	-6	1
6	COc1ccccc1/C=C/C(=O)Nc1nc(N)n(-c2ccccc2)n1	-0.9	1.6	-0.6	0.1	-1.4	-10	-5	-10	3.2	-23	-5
7	CN1C(=O)CC(n2c(CO)nc3ccccc32)C1=O (stereo unspecified)	1.8	-0.7	3.1	0.1	-1.6	-3	-3	1	-0.2	-7	-2
8	CCC(=O)N1c2ccc(S(=O)(=O)CCC(=O)NCCC3=CCCCC3)cc2CC1C (stereo unspecified)	-0.3	-2.1	-1.1	-1.0	-1.2	-3	-2	1	-2.5	-1	9
9	CCn1cc(CNC(=O)/C=C/c2ccc([N+](=O)[O-])cc2)c(C)n1	1.1	-0.9	0.5	-1.0	-1.0	-5	4	3	-0.9	0	4
10	NC(=O)c1ccc(NC(=S)NCc2ccco2)cc1	-1.3	1.2	0.0	0.1	-1.9	-5	0	-8	-0.2	-8	4
11	CC1=NN(c2ccc(Cl)c(C(=O)O)c2)C(=O)C1	2.7	0.2	-0.4	0.2	-0.2	-1	1	-1	1.9	-1	-8
12	COc1cccc(S(=O)(=O)NCc2ccc(C(=O)N3CCN(c4ccccc4OC)CC3)cc2)c1	-1.8	0.3	-0.6	-2.3	-1.7	4	2	-3	-3.6	6	-17
13	COc1cc(/C=C(\C#N)C(=O)Nc2ccc(SC(F)F)cc2)cc(OC)c1OC	-2.1	-0.6	-0.5	0.5	-1.3	1	-10	-12	-0.9	2	-32
14	CCC(C)NC(=O)[C@H](CSCc1ccccc1)N1Cc2ccccc2C1=O (stereo partly specified)	1.6	-0.8	-1.7	-0.5	-1.0	-1	-1	2	-1.1	-1	1
15	COCCNC(=S)c1ccc(OC)cc1	3.0	0.2	0.7	0.1	-1.1	-4	-1	3	2.9	3	2
16	COc1ccc(N(CC(=O)NC2CCCC2)C(=O)c2ccc(C)s2)c(OC)c1	-1.8	-2.0	0.2	0.3	-1.0	0	2	-18	-1.9	-1	-3
17	CN(C)CCCN1C(=O)c2cccc3c([N+](=O)[O-])ccc(c23)C1=O	-3.2	0.0	-0.6	-1.0	-1.2	0	i	i	7.7*	-12	3
18	CCCn1c(N)c(N(CCOC)C(=O)c2ccc(Cl)c([N+](=O)[O-])c2)c(=O)[nH]c1=O	-0.2	-0.7	-0.5	0.1	-1.0	-1	1	-10	-2.2	2	7
19	O=C(NNC(=O)c1ccccc1[N+](=O)[O-])c1cccs1	2.0	-0.6	-1.9	0.7	-0.6	3	0	3	-0.7	-1	0
20	COC(=O)c1ccc(NC(=O)COc2ccc(N(C)S(=O)(=O)c3ccc(C)cc3)cc2)cc1	-2.0	0.1	1.6	0.9	-1.1	-3	3	-5	-0.6	-7	2
21	COC(=O)c1cccc(OCC(O)Cn2ccnc2)c1 (stereo unspecified)	1.2	-0.5	0.0	-0.5	-0.7	-1	4	2	0.2	8	-8
22	COCCNC(=O)c1cc(C)ccc1C	1.8	-0.2	-0.5	-0.1	-1.3	-2	-1	2	0.9	2	1
23	CCCSc1nnc(NC(=O)Nc2ccccc2OC)s1	4.0	-1.1	1.1	0.2	-1.2	-2	3	-2	2.5	8	-12
24	O=C(c1csc2c1CCCC2)N1CCN(c2ccc(F)cc2)CC1	0.2	-1.9	-1.8	-0.2	-1.3	2	-1	0	1.4	-3	-8
25	COc1ccccc1CN1CCNC(=O)C1CC(=O)NCc1cn(C)nc1C (stereo unspecified)	5.1	-1.5	-0.5	0.1	-1.8	-6	-4	-6	0.4	-7	5

The closing 2 compounds of the section above open the next one:
nr	mol	hgDAF12 agonist	hcDAF12 agonist	DAX1 inh-1	DAX1 inh-2	ssDAF12 agonist	ADAM17 inh	PLC-gamma1 inh	PLC-beta3 inh	FXN GAA850 act	ADAM10 inh	HGIII-sPLA2 inh
24	O=C(c1csc2c1CCCC2)N1CCN(c2ccc(F)cc2)CC1	0.2	-1.9	-1.8	-0.2	-1.3	2	-1	0	1.4	-3	-8
25	COc1ccccc1CN1CCNC(=O)C1CC(=O)NCc1cn(C)nc1C (stereo unspecified)	5.1	-1.5	-0.5	0.1	-1.8	-6	-4	-6	0.4	-7	5
26	Cc1[nH]c2ccccc2c1N=Nc1cc(C(=O)O)cc(C(=O)O)c1	0.7	1.7	1.0	-0.6	-1.4	1	11*	-4	1.3	-3	3
27	Cc1cccc2sc(NC(=O)CSc3nc4ccccc4o3)nc12	1.8	4.2	-0.7	0.7	-0.1	2	2	5	2.2	4	-8
28	O=C(NCCNc1ccccc1[N+](=O)[O-])c1ccccc1F	5.5	3.6	4.2	0.8	-0.3	-1	2	-6	3.5	-3	11
29	C/C(=N\Nc1nc2ccccc2c(=O)n1O)c1ccco1	4.0	2.4	4.1	1.1	-0.3	-29	-44	-58	4.1	-76	-3
30	Cc1ccc(S(=O)(=O)N2CCC(=O)CC2c2ccccc2)cc1 (stereo unspecified)	2.6	0.0	-1.1	0.5	-0.5	-5	-2	2	-0.7	-13	-3
31	CN(Cc1nc2ccccc2c(=O)[nH]1)C(=O)c1cc(C2CC2)nn1-c1ccccc1	-1.9	-0.9	-0.2	0.2	-0.9	-3	1	-8	-0.3	-13	0
32	COc1ccc(C)cc1NC(=O)NCc1ccco1	0.9	-1.8	-0.2	-0.1	-1.8	0	0	-6	-0.3	5	4
33	O=C(C1=C[C@@H](c2csc3ccccc23)C[C@@H](OCCCCO)O1)N1CCN(Cc2ccc3c(c2)OCO3)CC1	-1.6	-1.8	-0.3	-0.5	-1.2	-1	-3	-1	1.3	7	-34
34	C[n+]1ccccc1/C=C/c1c(F)cccc1F	4.0	0.2	1.0	0.2	-1.3	1	4	-2	1.4	6	4
35	O=S(=O)(c1cccc(-c2n[nH]c(=S)n2C2CCCC2)c1)N1CCOCC1	1.4	-0.5	1.6	0.4	-1.1	0	4	-1	1.4	8	12
36	CC(=O)NC(=S)Nc1ccc2oc(-c3cc(F)c(F)cc3Cl)nc2c1	5.1	0.1	-0.1	1.0	-0.7	-3	-1	-7	3.7	-7	10
37	CCN(C1CCCCC1)S(=O)(=O)c1ccc(S(=O)(=O)N2CCN(CCC#N)CC2)cc1	-0.6	-2.0	1.2	-0.2	-1.4	2	2	3	0.5	-10	-10
38	COc1ccc(C(=O)COC(=O)c2n[nH]c3ccccc23)c(OC)c1	12*	3.8	1.5	4.2*	-0.5	-2	-2	-12	3.7	-2	-15
39	COc1cc(C(=O)NN(CCC#N)C2=NS(=O)(=O)c3ccccc32)cc(OC)c1OC	0.3	-1.4	2.5	-0.1	-0.6	1	-2	-6	1.5	4	0
40	O=C(Nc1ccc(Br)cc1)OCCCN1CCC2(CCCCC2)C1=O	-3.4	-2.7	·	-2.3	-1.9	0	0	-1	·	-24	6
41	COc1ccc(NC(=O)c2cc(S(=O)(=O)N3CCOCC3)ccc2C)cc1S(=O)(=O)N1CCCCC1	-3.6	-2.3	-0.9	-1.1	-1.5	0	4	-6	1.3	1	-11
42	COc1ccc(S(=O)(=O)N2CCOCC2)cc1NC(=O)COc1ncnc2ccccc12	-1.1	-1.8	1.3	-0.4	-0.7	1	-1	2	2.7	5	-7
43	Cc1cc(C)n(-c2ccc(C(F)(F)F)cc2[N+](=O)[O-])n1	3.0	-1.0	-0.7	-0.7	-0.8	-3	2	5	0.6	3	0
44	Cc1ccc(NC(=O)c2nc[nH]c2C(=O)N[C@@H](CCCCNC(=O)OC(C)(C)C)C(=O)OC(C)(C)C)cc1	-1.7	-3.2	-1.3	-0.7	-1.4	8	1	2	-1.2	22*	-25
45	COc1ccccc1NC(=O)CNC(c1ccccc1)c1ccccc1	-0.9	-2.6	0.7	-0.5	-0.9	9.0*	13*	-3	1.2	29*	3
46	CC(C)Oc1ccc(CCN=C(N)N=C(N)N)cc1Cl	-3.5	-1.4	-1.6	0.0	-1.5	2	3	3	1.8	2	2
47	CC(=O)c1cccc(S(=O)(=O)NCC(c2ccco2)N2CCCCC2)c1 (stereo unspecified)	-4.3	-1.2	-0.9	-0.9	-1.3	-3	-3	1	-0.9	-12	-11
48	CC1CCCC(C)N1C(=O)COC(=O)c1ccc[nH]c1=O (stereo unspecified)	-0.1	-1.2	1.1	0.7	-1.3	-4	0	-2	0.2	-3	5
49	COc1ccc(OC)c(C2NC(=O)NC(C)=C2C(=O)OCc2ccccc2)c1 (stereo unspecified)	-2.4	-2.4	-1.1	0.3	-1.6	-1	-5	-11	1.2	-2	2
50	CCN1CCN(c2ccc(S(=O)(=O)N3CCOCC3)cc2NC(=O)/C=C/c2ccc([N+](=O)[O-])cc2)CC1	4.3	-1.4	-0.9	-4.1	-1.0	1	1	6	0.0	7	-7

Assay outcomes as filed in PubChem.
